USP1 inh: blocks the human USP1/UAF1 deubiquitinase complex | O94782 | recombinant USP1/UAF1, Ub-Rhodamine cleavage fluorescence | Potency, µM (highest dose often 57.1 µM), for the others: top-dose activity change, negative = inhibition, actives largely listed as inhibitors | actives 0.23% (n = 390,000) | AID 743255; further: on the % scale 0 is the no-effect control and ±100 the full control effect; nearly all actives have a fitted effect of over 60% in size; inactives centre near -12
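1 nM enzyme complex + cpd, 15 min RT; start with Ub-Rho 150nM final; kinetic fluorescence ex 480/em 540, 6 reads q60 s. Buffer 50mM HEPES pH 7.8, 0.5mM EDTA, 0.1 mg/ml BSA, 1mM TCEP, 0.01% Tween-20.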
RXFP1 agonist: RXFP1 (human) receptor agonism; Q9HBX9; HEK293T-RXFP1 cAMP TR-FRET, 30 min; response scale: percent of porcine relaxin response, buffer zero; Potency, µM (series often up to 57.5 µM), for inactives: at the highest dose activation, usual class: activators; actives 0.3% (n = 370,000); AID 2676; further: on the % scale 0 is the no-effect control and ±100 the full control effect; nearly all actives have a fitted effect of over 60% in size; many of its hits are not listed in these tables
Target sequence (Q9HBX9 whole entry, looked up): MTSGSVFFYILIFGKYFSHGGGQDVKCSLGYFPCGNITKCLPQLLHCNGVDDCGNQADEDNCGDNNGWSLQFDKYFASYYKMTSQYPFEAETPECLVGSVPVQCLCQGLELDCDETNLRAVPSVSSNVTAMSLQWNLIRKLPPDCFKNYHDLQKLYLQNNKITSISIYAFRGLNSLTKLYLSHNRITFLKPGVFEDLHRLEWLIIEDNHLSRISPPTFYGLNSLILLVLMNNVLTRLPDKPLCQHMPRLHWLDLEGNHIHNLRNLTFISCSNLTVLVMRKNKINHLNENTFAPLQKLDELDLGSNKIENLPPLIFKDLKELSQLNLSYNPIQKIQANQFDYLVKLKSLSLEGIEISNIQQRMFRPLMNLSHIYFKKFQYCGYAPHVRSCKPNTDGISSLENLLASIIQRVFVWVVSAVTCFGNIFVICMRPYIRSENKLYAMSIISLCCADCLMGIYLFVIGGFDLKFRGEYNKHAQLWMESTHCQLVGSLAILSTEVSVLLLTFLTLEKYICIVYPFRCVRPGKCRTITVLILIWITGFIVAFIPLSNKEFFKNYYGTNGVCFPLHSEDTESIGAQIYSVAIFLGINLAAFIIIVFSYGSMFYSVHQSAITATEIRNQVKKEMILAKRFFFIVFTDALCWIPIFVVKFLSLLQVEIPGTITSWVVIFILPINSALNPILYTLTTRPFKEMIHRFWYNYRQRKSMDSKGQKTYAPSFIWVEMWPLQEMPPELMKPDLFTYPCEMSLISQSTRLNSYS
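Agonist response is measured as cAMP accumulation in an RXFP1-transfected HEK293T line under PDE4 inhibition. Values are scaled between buffer-only and 29 nM porcine relaxin, and EC50s come from standard Hill equation fits.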
Vif-A3G inh: blocks the Vif interaction with human APOBEC3G | Q9HC16 | HeLa A3G-eYFP + Vif (tagged APOBEC3G with the HIV-1 protein that degrades it), YFP fluorescence, overnight | Potency, µM (top dose mostly 46.1 µM), without a hit: top-dose activity, negative = active, hits mostly inhibitors | actives 0.076% (n = 410,000);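 further: on the % scale 0 is the no-effect control and ±100 the full control effect; nearly all actives have a fitted effect of over 60% in size; hits raise eYFP signal because A3G escapes Vif-driven loss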
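HeLa cells stably expressing Vif and C-terminally eYFP-tagged A3G, seeded overnight at 37 deg C, then exposed to compound by pintool overnight at 37 deg C. Rise in yellow fluorescence (Ex 488/Em 500-530, Acumen) marks blocked Vif-driven A3G degradation.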
IDH1 R132H inh: inhibitors of human mutant IDH1 R132H | O75874 | Potency, µM (highest dose often 76.6 µM), for inactives: at the top dose activity change, negative = inhibition, usual class: inhibitors | IDH1-R132H enzyme, NADPH consumption, diaphorase/resazurin fluorescence | actives 0.093% (n = 390,000); further: on the % scale 0 is the no-effect control and ±100 the full control effect; nearly all actives have a fitted effect of over 65% in size
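IDH1-R132H (0.5 ug/mL) preincubated 30 min with compound, then NADPH (0.016 mM) and alpha-KG (2 mM) added; 80 min at RT, pH 7.5. Remaining NADPH coupled via diaphorase/resazurin to fluorescence (540/590 nm); concentration-response curves normalized to no-enzyme control.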
TrxR1 substrate: substrates of rat thioredoxin reductase 1 | purified TrxR1 substrate turnover, NADPH consumption readout | Potency, µM (doses to about 114 µM), inactives show at the highest dose activity change, negative = substrate turnover | AID 588456 | actives 0.01% (n = 390,000) | O89049; further: on the % scale 0 is the no-effect control and ±100 the full control effect; nearly all actives have a fitted effect of over 50% in size
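Rat TrxR1, dispensed at 90 nM, was prereduced with 400 uM NADPH (final) for 5 min at ~22 deg C, then incubated with compound 15 min before 400 uM selenite. A first-read NADPH fluorescence drop versus no-compound background flagged substrates.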
RGS4 inhibitor: blocks human RGS4-accelerated GTP hydrolysis. AID 504845. Potency, µM (highest dose often 114 µM), for the others: top-dose activity change, negative = inhibition, usual class: inhibitors. actives 0.039% (n = 390,000). Transcreener GDP fluorescence polarization, RGS4-accelerated GTP hydrolysis; further: on the % scale 0 is the no-effect control and ±100 the full control effect; nearly all actives have a fitted effect of over 75% in size; some results filed as inactive show a strong effect at the top dose
Target sequence (P49798 whole entry, looked up): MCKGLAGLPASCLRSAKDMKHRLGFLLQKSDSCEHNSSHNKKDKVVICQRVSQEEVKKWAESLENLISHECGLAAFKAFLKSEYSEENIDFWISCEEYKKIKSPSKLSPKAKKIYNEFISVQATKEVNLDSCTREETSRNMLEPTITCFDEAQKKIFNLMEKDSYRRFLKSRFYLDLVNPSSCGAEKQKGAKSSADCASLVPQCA
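MLSMR compounds (23 nl, pin-transferred) preincubated 10 min at room temperature with a 500nM (2x) first reagent, then RGS4 at 900nM (2x) plus Transcreener GDP mix added; fluorescence polarization (620/688 nm) read before and after 90 min at 30 °C.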
12-LOX inh: inhibitors of human 12S-lipoxygenase ALOX12. purified 12hLO, xylenol orange hydroperoxide absorbance. actives 1.1% (n = 580,000). P18054. AID 1671190. Potency, µM (highest dose often 108 µM), without a hit: at the highest dose activity change, negative = inhibition, hits mostly inhibitors; further: on the % scale 0 is the no-effect control and ±100 the full control effect
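Purified human 12hLO (150 nM final) in 25 mM Hepes, 0.01% Triton X-100, pH 7.0 was preincubated 15 min at room temperature with compound. Then 40 uM arachidonic acid was added, 30 min. Hydroperoxide was read by Fe-XO absorbance ratio 573/405 nm.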
Vif-APOBEC3F blk: Vif-A3F binding inhibition; HeLa A3F-eYFP + Vif (tagged APOBEC3F with the HIV-1 protein that degrades it), YFP fluorescence increase; Potency, µM (doses to about 46.1 µM), without a hit: top-dose activity, negative = active; actives 0.2% (n = 390,000); AID 602313; further: % of control where 0% means no effect; nearly all actives have a fitted effect of over 65% in size
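HeLa cells stably expressing Vif plus C-terminally eYFP-tagged A3F were seeded, incubated overnight at 37 deg C, dosed with compound, incubated overnight again at 37 deg C. Yellow fluorescence (Ex 488/Em 500-530) reported blocked Vif-mediated A3F-eYFP degradation.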
rTrxR1 inhibitor: inhibitors of rat thioredoxin reductase 1 | actives 1% (n = 390,000) | Potency, µM (highest dose often 114 µM), for the others: at the top dose activity change, negative = inhibition, actives largely listed as inhibitors | O89049 | AID 588453 | recombinant rTrxR1, NADPH fluorescence consumption, selenite substrate; further: on the % scale 0 is the no-effect control and ±100 the full control effect; nearly all actives have a fitted effect of over 65% in size
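Rat TrxR1 (90 nM in the dispensed reagent) was pre-reduced with 400 uM NADPH for 5 min at room temperature, then incubated with compound for 15 min. After 400 uM selenite was added, NADPH fluorescence (Ex 340/Em 450 nm) was followed for 8 min.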
Active calls of the source: *; ? = inconclusive; nt = no result given; & = joins results of further samples; [ ] = dose if it differs, or a comment. The call rests on the fitted dose curve; in most records, active means well fitted curve in the direction sought with a large enough effect; inconclusive means small, poorly fitted or top-dose-only effect, or another doubt; inactive means no such curve, though single readings can be large; an effect the other way counts as inactive or inconclusive. Potency means the concentration at half of the fitted maximal effect. An excerpt; count on the stated rates, not on these rows.

The first 2 compounds, to show the layout:
molecule | rTrxR1 inhibitor | Vif-A3G inh | USP1 inh | 12-LOX inh | IDH1 R132H inh | RXFP1 agonist | Vif-APOBEC3F blk | RGS4 inhibitor | TrxR1 substrate
CCNC(=S)N/N=C/c1c(C)nn(-c2cccc(Cl)c2)c1Cl | -7% | 0% | 4% | ? | 4% | 0.5% | -6% | -3% | -7%
CC(=O)Nc1cccc(-n2nnc(SCC(=O)Nc3ccccc3)n2)c1 | 10% | 0% | -4% | -11% | 2% | -0.8% | 0% | 25% | 1%

Main list, repeating the preview:
molecule | rTrxR1 inhibitor | Vif-A3G inh | USP1 inh | 12-LOX inh | IDH1 R132H inh | RXFP1 agonist | Vif-APOBEC3F blk | RGS4 inhibitor | TrxR1 substrate
CCNC(=S)N/N=C/c1c(C)nn(-c2cccc(Cl)c2)c1Cl | -7% | 0% | 4% | ? | 4% | 0.5% | -6% | -3% | -7%
CC(=O)Nc1cccc(-n2nnc(SCC(=O)Nc3ccccc3)n2)c1 | 10% | 0% | -4% | -11% | 2% | -0.8% | 0% | 25% | 1%
COc1ccc(C(C(=O)NCc2ccccc2)N(C(=O)Cn2nnc3ccccc32)c2cccc(OC)c2)cc1 (stereo not drawn) | 10% | -14% | -15% | -17% | -2% | 0.2% | 1% | -7% | 6%
O=C(COC(=O)c1ccc(NS(=O)(=O)c2cccs2)cc1O)Nc1nc2ccccc2s1 | 36%[activator] | -18% | -17% | -20% | -4% | 0.4% | 3% | -17% | 5%
CC(SCc1nc2sc3c(c2c(=O)[nH]1)CCCC3)C(=O)Nc1ccccn1 (stereo not drawn) | ? | -7% | -1% | ? | 4% | -0.6% | -23% | -27% | 11%
CCn1cc(C(=O)NCc2ccccc2Cl)c(=O)c2cc(S(=O)(=O)N3CCCCCC3)ccc21 | 9% | 0% | -25% | 0% | -2% | 7.8% | -2% | -16% | 2%
Cn1c(=O)c2c(=O)cc(N)[nH]c2n(C)c1=O | 19% | -5% | -7% | -13% | 8% | 6.4% | -1% | 21% | -6%
Cc1cccc(/C=N/NC(=O)C(C)Nc2cccc3ccccc23)n1 (stereo not drawn) | -4% | -4% | ? | 9% | 6% | 0.0% | 1% | 0% | 6%
CC(=O)Nc1ccc(OCc2nnc(-c3ccccc3)o2)cc1 | 12% | -3% | -8% | 10% | 0% | -0.9% | 3% | -4% | 5%
COCCNC(=O)c1cc2c(-c3ccccc3F)nn(C)c2s1 | 5% | -8% | 0% | ? | 3% | 1.5% | -1% | -6% | 111%[activator]
CC1(C)CC2(CCO1)OC(=O)CC2C(=O)NCc1ccccc1 (stereo not drawn) | -7% | 0% | 2% | -12% | -1% | -0.1% | 7% | -6% | -3%
Cc1c(C(=O)N/N=C/c2ccccc2)[nH]c2ccc(Cl)cc12 | 23% | ? | -23% | 1% | 2% | -0.6% | -18% | -8% | 1%
COc1ccc(OCC(=O)N2CCCC2=O)c([N+](=O)[O-])c1 | 13% | -4% | -12% | ? | -2% | -2.5% | -5% | 16% | -5%
C=Cc1ccc(Cn2c(C(=O)O)c(CNCc3ccccc3)c3ccc(OC)cc32)cc1 | 5% | nt | ? | 4µM* | nt | -0.1% | nt | -38% | 4%
CCc1cc(CNC(=O)CC2C(=O)NCCN2Cc2cccc(OC)c2)on1 (stereo not drawn) | -21% | 0% | -3% | 7% | -10% | -2.5% | -2% | -5% | 1%
COC(=O)c1ccc(OCC(=O)c2cccc(OC)c2)cc1 | 9% | -3% | -11% | -14% | 1% | 2.2% | -1% | 13% | 3%
CC1=CC(C)(C)N(C(=O)CSc2nnc(-c3ccc(C)cc3)o2)c2ccc(C)cc21 | 0% | 3% | -7% | -1% | -4% | 0.4% | 0% | 14% | -4%
COc1ccc(C2CC(=O)NC(NC(=O)c3ccc(Br)cc3)=N2)c(OC)c1OC (stereo not drawn) | 5% | 3% | -19% | -26% | -11% | 4.9% | -8% | -7% | -5%
Cc1ccc(NC(=O)CCNC(=O)c2ccco2)cc1 | 8% | 1% | 8% | -6% | 6% | -5.2% | 9% | 10% | 0%
O=C(c1ccc(Cl)c(S(=O)(=O)N2CCc3ccccc3C2)c1)N1CCN(c2ccccc2)CC1 | 33%[57.1 µM] | -4% | -22% | -5% | -2% | 0.9% | -13% | -7% | 16%[57.1 µM]
O=C(N1CCCCC1)C1(S(=O)(=O)c2ccccc2)CC=CC1 | 8% | -4% | -20% | 2% | 2% | -0.1% | 1% | 0% | 0%
Cc1nn(-c2cc(C(F)(F)F)ccc2Cl)c2nc(C(F)(F)F)[nH]c(=O)c12 | -5% | 8% | -16% | 11% | 7% | 0.0% | 7% | 20% | -9%
Cc1c(CC(=O)O)c(=O)oc2cc(OCc3nn[nH]n3)ccc12 | 46%[activator][57.1 µM] | -1% | 1% | ? | -6% | 4.1% | 8% | -8% | 239%[activator][57.1 µM]
C/C(=N/NC(=O)CNC(=O)c1cccnc1)c1ccccc1 | 0% | -4% | -23% | -3% | 4% | 2.6% | -1% | -1% | 0%
Cc1ccccc1Nc1cc(C(=O)NC2CCC(C)CC2)c2ccccc2n1 (stereo not drawn) | 36% | -3% | 2% | -11% | -13% | 8.6% | 0% | 14% | 35%
CCCN(CCC)CC(O)Cn1c2ccccc2c2ccccc21 (stereo not drawn) | 13% | -1% | -11% | -1% | 0% | 3.8% | 3% | -11% | 10%
Cc1nc2cc(-c3cccc(F)c3)nn2c(C)c1CCC(=O)NC1CCCCC1 | 5% | -4% | -8% | -16% | 14% | ? | -20% | -2% | 17%
Clc1ccc(C[n+]2cc(-c3ccc(Cl)cc3)n3c2CCC3)cc1 | 2%[57.1 µM] | 4% | -7% | 51%[activator] | 2% | 3.2% | 11% | 13% | 9%[57.1 µM]
COc1cccc(NC(=O)CSc2nc3ccccc3nc2N2CCOCC2)c1 | 6%[57.1 µM] | ? | ? | 20%[57.4 µM] | 0%&-12% | 0.9%&-0.5% | ? | -8%&-9% | -2%[57.1 µM]
O=C(CSc1nnc(Cc2cccs2)n1CCc1ccccc1)N1CCCc2ccccc21 | 0% | -4% | -14% | 3% | -4% | -0.6% | -3% | 17% | -1%
O=C(Cn1cnc2c(oc3ccccc32)c1=O)c1ccccc1 | 16% | 0% | -21% | -14% | 2% | 0.4% | -2% | 10% | 8%
Cc1nn(CC(=O)Nc2ccc(Cl)cc2)c(=O)c2cc(-c3ccccc3)nn12 | 18% | 1% | -5% | 2% | -5% | 0.2% | ? | 24%[11.4 µM] | -2%
COCCn1c(=NC(=O)c2cccs2)sc2cc(NC(C)=O)ccc21 | 0% | -6% | -3% | -11% | 4% | 0.1% | -5% | -20% | 13%

Laid out differently: results already given
Each structure is followed by: rTrxR1 inhibitor | Vif-A3G inh | USP1 inh | 12-LOX inh | IDH1 R132H inh | RXFP1 agonist | Vif-APOBEC3F blk | RGS4 inhibitor | TrxR1 substrate
O=C(c1ccc(Cl)c(S(=O)(=O)N2CCc3ccccc3C2)c1)N1CCN(c2ccccc2)CC1
  33%[57.1 µM] | -4% | -22% | -5% | -2% | 0.9% | -13% | -7% | 16%[57.1 µM]
O=C(N1CCCCC1)C1(S(=O)(=O)c2ccccc2)CC=CC1
  8% | -4% | -20% | 2% | 2% | -0.1% | 1% | 0% | 0%
Cc1nn(-c2cc(C(F)(F)F)ccc2Cl)c2nc(C(F)(F)F)[nH]c(=O)c12
  -5% | 8% | -16% | 11% | 7% | 0.0% | 7% | 20% | -9%
Cc1c(CC(=O)O)c(=O)oc2cc(OCc3nn[nH]n3)ccc12
  46%[activator][57.1 µM] | -1% | 1% | ? | -6% | 4.1% | 8% | -8% | 239%[activator][57.1 µM]
C/C(=N/NC(=O)CNC(=O)c1cccnc1)c1ccccc1
  0% | -4% | -23% | -3% | 4% | 2.6% | -1% | -1% | 0%
Cc1ccccc1Nc1cc(C(=O)NC2CCC(C)CC2)c2ccccc2n1 (stereo not drawn)
  36% | -3% | 2% | -11% | -13% | 8.6% | 0% | 14% | 35%
CCCN(CCC)CC(O)Cn1c2ccccc2c2ccccc21 (stereo not drawn)
  13% | -1% | -11% | -1% | 0% | 3.8% | 3% | -11% | 10%
Cc1nc2cc(-c3cccc(F)c3)nn2c(C)c1CCC(=O)NC1CCCCC1
  5% | -4% | -8% | -16% | 14% | ? | -20% | -2% | 17%
Clc1ccc(C[n+]2cc(-c3ccc(Cl)cc3)n3c2CCC3)cc1
  2%[57.1 µM] | 4% | -7% | 51%[activator] | 2% | 3.2% | 11% | 13% | 9%[57.1 µM]
COc1cccc(NC(=O)CSc2nc3ccccc3nc2N2CCOCC2)c1
  6%[57.1 µM] | ? | ? | 20%[57.4 µM] | 0%&-12% | 0.9%&-0.5% | ? | -8%&-9% | -2%[57.1 µM]
O=C(CSc1nnc(Cc2cccs2)n1CCc1ccccc1)N1CCCc2ccccc21
  0% | -4% | -14% | 3% | -4% | -0.6% | -3% | 17% | -1%
O=C(Cn1cnc2c(oc3ccccc32)c1=O)c1ccccc1
  16% | 0% | -21% | -14% | 2% | 0.4% | -2% | 10% | 8%
